DNMT1 inh: blocks human DNA methyltransferase DNMT1 | AID 588458 | DNMT1 molecular beacon, Hinp1I cleavage, fluorescence | P26358 | inhibition (reported as % activation of signal), % at 10 µM | hit rate 0.83% among 360,000; in the data active = inhibition above about 50%
Target sequence (P26358 504-1616 limits assumed): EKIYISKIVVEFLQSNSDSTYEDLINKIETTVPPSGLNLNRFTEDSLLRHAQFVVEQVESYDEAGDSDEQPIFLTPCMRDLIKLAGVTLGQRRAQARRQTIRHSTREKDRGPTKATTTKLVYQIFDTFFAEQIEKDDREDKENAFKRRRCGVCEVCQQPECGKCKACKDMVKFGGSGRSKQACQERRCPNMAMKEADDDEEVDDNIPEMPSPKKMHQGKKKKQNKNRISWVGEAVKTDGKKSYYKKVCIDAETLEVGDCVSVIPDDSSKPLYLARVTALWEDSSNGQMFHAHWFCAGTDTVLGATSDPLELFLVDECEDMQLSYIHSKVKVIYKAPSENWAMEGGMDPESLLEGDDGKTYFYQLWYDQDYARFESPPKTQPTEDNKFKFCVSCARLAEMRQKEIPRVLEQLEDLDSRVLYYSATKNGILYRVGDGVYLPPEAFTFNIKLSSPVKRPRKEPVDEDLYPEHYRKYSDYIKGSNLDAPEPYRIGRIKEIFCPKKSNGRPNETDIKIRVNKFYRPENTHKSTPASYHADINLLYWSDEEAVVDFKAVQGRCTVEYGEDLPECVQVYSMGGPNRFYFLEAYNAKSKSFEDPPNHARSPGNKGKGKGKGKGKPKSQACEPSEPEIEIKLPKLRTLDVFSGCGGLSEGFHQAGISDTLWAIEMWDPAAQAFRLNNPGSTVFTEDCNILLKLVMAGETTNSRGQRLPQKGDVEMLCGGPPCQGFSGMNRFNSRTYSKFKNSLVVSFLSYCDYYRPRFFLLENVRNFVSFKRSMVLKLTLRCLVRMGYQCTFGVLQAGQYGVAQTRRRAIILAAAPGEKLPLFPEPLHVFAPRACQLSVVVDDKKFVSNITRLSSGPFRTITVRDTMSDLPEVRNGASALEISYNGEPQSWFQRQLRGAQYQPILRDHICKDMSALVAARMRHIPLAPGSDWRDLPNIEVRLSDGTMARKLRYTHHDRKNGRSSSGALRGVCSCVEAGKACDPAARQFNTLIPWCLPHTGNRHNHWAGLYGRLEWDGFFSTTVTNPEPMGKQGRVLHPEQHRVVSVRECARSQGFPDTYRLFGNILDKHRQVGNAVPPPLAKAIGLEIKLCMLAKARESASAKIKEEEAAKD
Rpn11 inh: inhibitors of human proteasome Rpn11; hit rate 0.59% among 360,000; human 26S proteasome, Ub4-pepOG fluorescence polarization; 20S core pre-blocked with epoxomicin; calls only at 20 µM; O00487;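 active = inhibition at 20 µM, scaled to each plate's controls, above about 33%, limit read from the data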
MT1-MMP act inh: MT1-MMP (human) activation inhibition | P50281 | HT1080 RFP-PRO-GFP cells, GFP/RFP ratio fluorescence, overnight; percent of plate control window, DMSO zero | GFP/RFP ratio change, % at 20 µM | hit rate 0.061% among 360,000 | AID 651647;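 active = GFP/RFP ratio change of at least 30% with cell ATP level not reduced by more than half and red fluorescence within 50% of control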; also: strong numbers were not always called active
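Read-out: GFP/RFP fluorescence ratio; Test system: RFP-PRO-GFP reporter HT1080 cells; Compound dosing: single-point 20 µM compound, 1% DMSO; Times: overnight compound exposure at 37 °C.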
SUMO1 PPI mod: SUMO1-SIM interaction modulation. SUMO1 binding to a labelled peptide, TR-FRET, 1 h. inhibition, % at 20 µM. hit rate 0.33% among 360,000. AID 602429; in the data active = inhibition above about 37%
LMPTP block: LMPTP (human) inhibition. inhibition, % at 20 µM. hit rate 0.22% among 360,000. recombinant LMPTP-A, OMFP fluorogenic substrate, fluorescence intensity. P24666. AID 651560;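 active = compounds that cut the enzyme signal by at least half of the control window in the single-dose screen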;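 also: plate controls were DMSO wells with enzyme plus substrate for no effect and substrate without enzyme for full effect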
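Material: LMPTP-A; amount: 0.625 nM enzyme; doses: single 20 µM dose; times: reaction 50 min, room temperature, dark; technique: fluorescence intensity of OMFP turnover product; benchmarks: no-enzyme and uninhibited controls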
STEP inh: blocks human striatal-enriched tyrosine phosphatase; recombinant STEP, OMFP fluorogenic substrate, fluorescence; hit rate 0.25% among 360,000; inhibition, % at 20 µM;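 active = inhibition at 20 µM, scaled per plate between control wells, above about 37%, limit read from the data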;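 also: 0% = DMSO with enzyme and substrate and 100% = substrate only without enzyme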
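Measure: Control-normalized % inhibition with plate pattern correction | Test system: STEP phosphatase, cell-free reaction | Medium: pH 6.0 Bis-Tris with DTT and Tween 20 | Technique: Fluorescence, 480/540 nm | Times: Reaction 20 min, ambient temperature | Doses: Single compound dose of 20 µM, 1% DMSO final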
Scp-1 inhibitor: Scp-1 (human) phosphatase inhibition | AID 493091 | inhibition, % at 20 µM | Recombinant Scp1, phosphopeptide, malachite green phosphate absorbance | Q9GZU7 | hit rate 0.88% among 340,000;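 active = inhibition above about 50% at 20 µM, limit read from the data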;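 also: plate controls were DMSO wells with enzyme for no effect and wells lacking enzyme for full effect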
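Test system: SCP-1 phosphatase catalytic domain, residues 76-261 | Compound dosing: One concentration, 20 µM, with 1.0% DMSO | Schedule: 45 min room-temperature reaction, 5 min colour, 30 min stabiliser | Detection: Absorbance at 630 nm | Read-out basis: % inhibition of SCP-1 phosphate liberation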
NRP1-CendR mod: alters CendR peptide binding to human NRP-1. O14786. FAM-RPARPAR peptide binding to NRP-1, fluorescence polarization. inhibition, % at 25 µM. hit rate 0.85% among 360,000. AID 602438;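 active = inhibition or corrected inhibition above about 18%, plus a signal ratio from 0.5 to 1.5, limit read from the data, passing the limit was not always enough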; also: strong numbers were not always called active
NadD inh: NadD (S. aureus) enzyme inhibition. inhibition, % at 20 µM. purified NadD enzyme, colorimetric absorbance read-out. hit rate 0.78% among 360,000; in the data active = inhibition above about 26%; also: some compounds past the cut are filed as inactive
SKN-1 block: C. elegans SKN-1 inhibition | C. elegans VP596 Pgst-4::GFP/RFP ratio, acrylamide-induced, 24 h | inhibition, % at 21.8 µM | hit rate 0.49% among 360,000 | AID 624304;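 active = interference check ratio from 0.5 to 1.5 plus GFP to RFP signal ratio inhibition reaching or exceeding a fixed threshold, cut at about 30% in these data, passing the limit was not always enough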; also: some compounds called inactive have numbers as strong as hits
* marks the source's active call; other numbers are inactive results; i = inactive; / = not tested or not shown; & = joins results of further samples. This is a subset, so the mix of outcomes need not match the whole.

SMILES	DNMT1 inh	Rpn11 inh	MT1-MMP act inh	SUMO1 PPI mod	LMPTP block	STEP inh	Scp-1 inhibitor	NRP1-CendR mod	NadD inh	SKN-1 block
COc1ccccc1N1CCN(Cc2cccc(Br)c2)CC1	0	i	5	2	-1.3	0	-5	10	-3	-2
C[C@H]1[C@@H](c2ccccc2)O[C@@H](c2ccccc2Br)N1C	1	i	4	1	0.2	-6	-9	2	-10	20
COC(=O)C1=C(N)OC(C)=C(C(C)=O)C12C(=O)N(C)c1ccccc12 (stereo not given)	-2	i	1	-3	-2.6	4	-7	-3	-2	-3
COc1cccc(C2C([N+](=O)[O-])=C(N)Oc3c2c(=O)oc2ccccc32)c1 (stereo not given)	-2	i	1	0	0.3	1	-2	-10	4	19
Cc1ccc(OC(=O)N(C)C[C@@H]2OCc3cnnn3CCCC(=O)N([C@H](C)CO)C[C@@H]2C)cc1	4	i	2	2	-1.2	1	/	10	4	5
COc1ccc(NC2=NCCCS2)cc1OC	1	i	0	2	0.4	1	-5	-13	-7	17
CN1C(=O)N(C)C(=O)C(NS(=O)(=O)c2ccc(N)cc2)(c2ccccc2)C1=O	1	i	2	-1	0.9	0	-5	11	5	1
CSc1ccc(CN2CCN(C(=O)COc3ccc(C)cc3)CC2)cc1	-3	i	-2	-2	-1.1	2	-1	-4	-5	2
COc1ccc(-c2cc(C(=O)N3CCC4(CC3)OCCO4)c3ccccc3n2)cc1	-2	i	1	-4	0.6	-2	-5	7	-6	-19
CC1CN(O)C2CCc3c(no[n+]3[O-])C12O (stereo not given)	1	i	7	-3	-0.3	-3	-15	-4	0	6
O=C(CN1CCOCC1)c1ccc(Br)cc1	0	i	5	-2	-0.6	-2	-6	-36	-5	-9
O=Cc1cn(Cc2cccc([N+](=O)[O-])c2)c2ccccc12	-4	i	-10	-17	-0.5	-2	-15	-1	-3	13
CCOC(=O)[C@]12Cc3c(cc(OC)c(OC)c3OC)[C@H]1N(Cc1ccccc1)C(=O)c1ccccc12	-2	i	0	-2	-0.2	1	-5	2	-9	6
Oc1ccc2c3c1O[C@H]1[C@@H](O)CC[C@@]4(O)[C@@H](C2)N(CC2CCC2)CC[C@]314	-2&5	i	3&4	6&-10	-0.6&-1.9	2&-5	-9&-9	-18&0	2&-7	3&-20
N=c1sccn1Cc1ccc(Cl)cc1Cl	2	i	3	1	7.6	-3	-7	2	-2	5
CC(C)OC1CCCC(O)C1CC(=O)O (stereo not given)	0	i	-1	3	-0.3	6	-7	0	-7	7
O=C1NC(=O)C(C2CCCCCC2)C(=O)N1	-8	i	-4	-2	-0.2	2	3	0	2	-5
O=c1c2ccccc2[nH]c(=S)n1-c1ccc(Br)cc1	0	i	1	2	-0.3	-1	-6	-3	2	9
Ic1ccccc1CN[C@@H]1C2CCN(CC2)[C@@H]1C(c1ccccc1)c1ccccc1	1	i	-3	-10	0.8	2	1	-3	-1	15
CC(NCc1ccccc1C(F)(F)F)C(O)c1ccccc1 (stereo not given)	3	i	-5	1	-0.5	-4	-5	0	-5	-10
COC(=O)Nc1ccc(N=C(N)N[N+](=O)[O-])cc1	0	i	-1	-4	0.4	-3	1	0	-5	4
CCN(CC)c1ccc(/C=N/c2sc3c(c2C#N)C2CCN3CC2)c(O)c1	4	/	-107	-36	1.4	-24	-8	132	-3	62
C/C=C1/C[N+]2(C)CCC34C(=C(C=O)[C@H]1C[C@@H]32)Nc1ccccc14 (stereo not given in full)	6	i	2	-1	-1.5	-4	14	-5	1	-6
COc1ccc(CN2Cc3cnnn3-c3ccccc3C2C#N)cc1 (stereo not given)	3	i	6	2	-0.6	1	-8	-2	10	0
NC1=NC(=O)N2CC12 (stereo not given)	1	i	3	3	-0.3	1	-2	-14	-3	-20

The list continues.
SMILES	DNMT1 inh	Rpn11 inh	MT1-MMP act inh	SUMO1 PPI mod	LMPTP block	STEP inh	Scp-1 inhibitor	NRP1-CendR mod	NadD inh	SKN-1 block
COc1ccc(Cl)cc1N=Cc1c(O)n(C)c(=O)n(C)c1=O	0	i	3	-17	-0.4	1	6	2	-6	7
COc1ccccc1-n1c(-c2ccccc2Br)nc2ccccc2c1=O	-1	i	0	3	-1.2	-1	-12	-3	-5	0
N#CCCn1cc(C(=O)Nc2ccccc2Br)c(-c2ccc([N+](=O)[O-])cc2)n1	-8	i	-14	-20	-0.1	-3	-8	2	-10	8
Oc1ccc(/C=N/NP(=S)(c2ccccc2)c2ccccc2)cc1O	-4	i	2	8	0.6	-2	-10	4	0	0
COC(=O)C1=C(c2cccc(OCc3ccccc3)c2)C[C@@H]2CC[C@H]1N2C(=O)NCCOc1ccccc1	-7	i	1	1	3.5	4	-7	5	-5	12
COc1ccc2[nH]c(C)c(CCNCc3cc(OC)c4c(c3)OCO4)c2c1	-26	i	21	-1	-0.3	-2	-5	17	17	-7
Cn1cc(CCC(=O)N2CCC3(CC2)OCCO3)c2ccccc21	4	i	-5	1	-2.3	0	2	1	0	13
CSCCC(c1nnnn1-c1c(C)cccc1C)N1CCC(n2c(=O)[nH]c3ccccc32)CC1 (stereo not given)	-9	i	-2	-3	5.0	1	/	-4	11	-2
O=c1[nH]oc2c1CCNC2	4	i	3	5	-2.4	-3	-1	-4	0	-4
COC(=O)C12CCc3cc(OC)ccc3C1=CC(=O)C2 (stereo not given)	0	i	2	-8	-0.4	1	/	2	-3	56
C/C(=N\NC(=O)c1ccncc1)c1c(O)n(Cc2ccccc2)c(=O)[nH]c1=O	-2	i	-4	-6	-1.1	0	-5	-12	0	2
C=CCn1c(O)c(C(C)=NCCO)c(=O)[nH]c1=O	1	i	-1	2	-0.7	2	-2	-2	-1	3
O=C(O)c1ccccc1NC(=O)N1C[C@H]2C[C@@H](C1)c1cccc(=O)n1C2	1	i	-2	0	-0.9	-3	10	8	1	8
CCCN(CCC)C1CCc2cccc(O)c2C1 (stereo not given)	5	i	0	-2	2.1	-1	-9	5	-4	5
CC1(C)C(C(=O)NN2C(=O)c3ccccc3C2=O)C1(C)C	0	i	1	-10	-1.4	-6	0	-5	1	-1
c1ccc2sc(N3CCNCC3)nc2c1	0	i	1	1	-1.4	-2	1	-4	-7	10
Cc1nccc2c1[nH]c1ccc(Br)cc12	0	i	-1	6	3.0	1	1	-19	-5	11
Cc1ccc(-n2c(O)c(C=N)c(=O)n(-c3ccc(C)cc3)c2=O)cc1	-4	i	-3	3	-2.0	1	-11	-3	-3	2
CCC1CO/C(=C(\C(Cl)=C(Cl)Cl)[N+](=O)[O-])N1Cc1ccc(Cl)nc1 (stereo not given)	0	i	-2	3	-1.1	1	-4	16	-10	5

Gathered by group: those above containing bromine (seven)
SMILES	DNMT1 inh	Rpn11 inh	MT1-MMP act inh	SUMO1 PPI mod	LMPTP block	STEP inh	Scp-1 inhibitor	NRP1-CendR mod	NadD inh	SKN-1 block
COc1ccccc1N1CCN(Cc2cccc(Br)c2)CC1	0	i	5	2	-1.3	0	-5	10	-3	-2
C[C@H]1[C@@H](c2ccccc2)O[C@@H](c2ccccc2Br)N1C	1	i	4	1	0.2	-6	-9	2	-10	20
O=C(CN1CCOCC1)c1ccc(Br)cc1	0	i	5	-2	-0.6	-2	-6	-36	-5	-9
O=c1c2ccccc2[nH]c(=S)n1-c1ccc(Br)cc1	0	i	1	2	-0.3	-1	-6	-3	2	9
COc1ccccc1-n1c(-c2ccccc2Br)nc2ccccc2c1=O	-1	i	0	3	-1.2	-1	-12	-3	-5	0
N#CCCn1cc(C(=O)Nc2ccccc2Br)c(-c2ccc([N+](=O)[O-])cc2)n1	-8	i	-14	-20	-0.1	-3	-8	2	-10	8
Cc1nccc2c1[nH]c1ccc(Br)cc12	0	i	-1	6	3.0	1	1	-19	-5	11

One compound at a time (already shown):
Profile of `O=C(O)c1ccccc1NC(=O)N1C[C@H]2C[C@@H](C1)c1cccc(=O)n1C2` = DNMT1 inh: 1; Rpn11 inh: i; MT1-MMP act inh: -2; SUMO1 PPI mod: 0; LMPTP block: -0.9; STEP inh: -3; Scp-1 inhibitor: 10; NRP1-CendR mod: 8; NadD inh: 1; SKN-1 block: 8
Profile of `COC(=O)C12CCc3cc(OC)ccc3C1=CC(=O)C2` (stereo not given) = DNMT1 inh: 0; Rpn11 inh: i; MT1-MMP act inh: 2; SUMO1 PPI mod: -8; LMPTP block: -0.4; STEP inh: 1; Scp-1 inhibitor: /; NRP1-CendR mod: 2; NadD inh: -3; SKN-1 block: 56
